Source: PubChem (Broad Institute)
Xi reactivation: activators of inactive X chromosome reactivation, primary screen, imaging, XiGFP fibroblasts, GFP high-content imaging, set 2; XiGFP mouse fibroblasts, % GFP-positive cells imaging, 3 d; cells co-treated with 5-aza-dC sensitizer; scaled so ellipticine positive control = 100%; activation, % at 7.58 µM; 360,000 compounds, 0.055% hits; AID 743238, 2013;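 active means mean normalized replicate activation at least 10% and every replicate at or above 10%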;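 further: 0% = median of on-plate neutral control wells and 100% = ellipticine 6 µM median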
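material = 68-5-11 XiGFP fibroblast line | medium = DMEM plus 5-aza-dC sensitizer | schedule = 3 days compound exposure | benchmarks = positive control ellipticine, 6 µM final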
ERAP1 inh: human ERAP1 aminopeptidase inhibitors, primary screen, biochemical, single point, plate reader. recombinant ERAP1, Leu-AMC fluorescence, 60 min. AID 652197, 2013. 340,000 compounds, 0.15% hits. inhibition, % at 10.7 µM;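 active means mean replicate inhibition of at least 30%, or all replicates individually reaching that 30% level; inactive means mean below 30% and not every replicate reaching it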;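 further: 0% = neutral control wells and 100% = L-leucinethiol positive control wells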
RAD52 anneal inh: RAD52 DNA annealing inhibitors, primary screen, biochemical, FRET, single point, set 2. DNA repair protein RAD52 homolog (Homo sapiens), P43351. inhibition, % at 18.7 µM. recombinant RAD52 DNA annealing, FRET fluorescence. 360,000 compounds, 0.46% hits;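 active means every replicate showing at least 50% inhibition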
Target sequence (P43351 whole entry, looked up): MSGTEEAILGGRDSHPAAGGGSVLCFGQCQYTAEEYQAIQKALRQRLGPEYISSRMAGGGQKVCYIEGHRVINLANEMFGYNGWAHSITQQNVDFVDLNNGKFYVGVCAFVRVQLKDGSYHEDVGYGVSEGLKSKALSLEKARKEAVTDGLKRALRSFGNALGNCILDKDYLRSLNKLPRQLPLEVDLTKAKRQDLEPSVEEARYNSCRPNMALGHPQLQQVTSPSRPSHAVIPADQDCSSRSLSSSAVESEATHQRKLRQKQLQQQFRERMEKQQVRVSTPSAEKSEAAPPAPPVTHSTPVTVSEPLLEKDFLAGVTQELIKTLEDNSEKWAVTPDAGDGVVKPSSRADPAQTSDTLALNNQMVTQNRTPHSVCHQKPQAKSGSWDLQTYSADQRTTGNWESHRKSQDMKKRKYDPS
ERp5 block: inhibitors of ERp5-driven insulin aggregation, primary screen, biochemical, turbidity, absorbance 650 nm, single point | Protein disulfide-isomerase A6 (Homo sapiens), Q15084 | 90 min | inhibition, % at 9.99 µM | 350,000 compounds, 0.05% hits | AID 651711, 2012;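 active means mean replicate inhibition above about 25%, with every replicate also reaching it, limit read from the data, passing the limit was not always enough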
Target sequence (Q15084 whole entry, looked up): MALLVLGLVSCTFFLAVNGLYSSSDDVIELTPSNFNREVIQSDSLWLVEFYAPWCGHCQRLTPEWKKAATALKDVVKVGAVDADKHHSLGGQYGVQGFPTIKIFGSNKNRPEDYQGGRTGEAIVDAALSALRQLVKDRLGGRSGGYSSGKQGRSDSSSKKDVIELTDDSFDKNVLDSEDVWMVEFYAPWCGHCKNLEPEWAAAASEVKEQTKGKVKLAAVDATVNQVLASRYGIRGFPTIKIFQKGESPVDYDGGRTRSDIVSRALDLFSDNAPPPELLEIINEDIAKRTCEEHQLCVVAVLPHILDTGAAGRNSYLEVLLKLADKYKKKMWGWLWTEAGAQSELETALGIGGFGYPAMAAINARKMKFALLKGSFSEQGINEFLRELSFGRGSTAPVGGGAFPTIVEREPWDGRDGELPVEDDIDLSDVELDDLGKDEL
E-sel inducer: E-selectin induction in HUVECs, primary screen, imaging, HUVEC, immunofluorescence imaging, single point | P16581 | normalized: neutral wells 0, TNF-alpha wells 100 | activation, % at 7.58 µM | 260,000 compounds, 0.37% hits;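 active means mean E-selectin-positive cell signal at least 10% of the positive control, reached in at least 60% of replicates, without over 20% cell loss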;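 further: in these data hits start at about 27%; measured in HUVEC primary endothelial cells; signal is the percent of cells scored E-selectin positive by PE staining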
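Assay system: HUVEC, human umbilical vein endothelial cells / Amount: 3,000 HUVEC/well / Controls: TNF-alpha positive control, DMSO neutral control / Compound dosing: single concentration / Medium: EGM-2 over gelatin coat / Evaluation: percent E-selectin-positive cells / Signal: immunofluorescence imaging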
S100A4 MyoIIA: inhibitors of S100A4-myosin IIA peptide binding, primary screen, biochemical, fluorescence polarization, TAMRA-MyoIIA peptide; inhibition, % at 10.7 µM; 360,000 compounds, 0.14% hits;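 active means mean inhibition of at least 70% across replicates, with every replicate also reaching that level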
Target sequence (P26447 whole entry, looked up): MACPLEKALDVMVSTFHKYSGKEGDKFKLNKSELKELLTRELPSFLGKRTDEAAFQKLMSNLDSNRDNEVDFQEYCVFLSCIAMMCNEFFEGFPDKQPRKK
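Material: S100A4 monomer (human). Medium: Calcium-containing HEPES buffer, pH 7.2. Probe or stimulus: labelled myosin peptide probe, 5 nM. Compound dosing: one concentration per compound. Timing: polarization read 5 min after assay mix addition, stable 5–60 min. Benchmarks: DMSO as neutral control, TFP as positive control.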
RAD54 inh: inhibitors of human RAD54 branch migration, primary screen, biochemical, fluorescence, single point | AID 602329, 2012 | 360,000 compounds, 0.14% hits | DNA repair and recombination protein RAD54-like (Homo sapiens), Q92698 | RAD54 Holliday junction branch migration, FAM/BHQ fluorescence | inhibition, % at 10.4 µM;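 active means mean normalized replicate activity at least 40 and at least half of replicates scoring 40 or more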;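 further: 0% = median of neutral control wells and 100% = median of positive control wells; inhibitors cause a drop in the FAM fluorescence signal; in these data hits start at about 50%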
esBAF inh: Bmi1 luciferase reporter increase in mESCs, primary screen, esBAF inhibitor project, mouse ES cells, Bmi1 luciferase knock-in, single point; 24 h; 100% = twice the neutral-well signal; 350,000 compounds, 2% hits; reporter increase, % at 12.5 µM; in the data active means activation above about 40%;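 further: 0% = median of the plate's neutral control wells and 100% = double that signal; a rise in the Bmi1 reporter signal indicates esBAF inhibition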
Active calls of the source: *; . = not tested or not shown; & = joins results of further samples.

Below each compound: esBAF inh, RAD52 anneal inh, E-sel inducer, S100A4 MyoIIA, ERAP1 inh, Xi reactivation, ERp5 block, RAD54 inh
C[C@@H]1CN([C@@H](C)CO)C(=O)Cc2cc(NC(=O)Cn3cnnn3)ccc2O[C@@H]1CN(C)S(=O)(=O)c1cn(C)cn1
 : 3, -3, 11, -11, -1, 0.1, 1, 7
Cc1c(C(=O)OCc2ccc(F)cc2)sc2nc3n(c(=O)c12)CCC3
 : ., 3, ., 1, -1, 0.4, 1, .
Cc1ccc2ccccc2c1NC(=O)Cn1nnc(-c2cccnc2)n1
 : -1, -123, 0.1, 9, 1, 0.0, -6, .
Cc1cc(NC(=O)CCCS(=O)(=O)c2nc(-c3cccs3)cc(C(F)(F)F)n2)no1
 : ., -15, ., 1, 9, ., 2, -2
O=C(NCC[C@H]1CC[C@@H](NS(=O)(=O)c2ccccc2)[C@H](CO)O1)c1cc(Cl)cc(Cl)c1
 : 1, 3, -0.4, 6, 0, 0.0, 8, -10
CN1CCN(C(=O)c2cc3c(c(-c4cccc(Br)c4)n2)[C@@H](CCO)N(S(=O)C(C)(C)C)C3)CC1 (stereo partly specified)
 : -3, -23, 0.2, -40, -1, -0.1, 1, -15
Nc1cc(C(=O)O)ccc1Sc1ccccc1C(=O)O
 : ., -31, -0.2, -8, -6, 0.5, 2, .
CCN1CCN(C(=O)c2cc3c(OC)c(OC)c(OC)cc3[nH]2)CC1
 : -3, -9, -0.2, -21, -12, 0.0, 1, 14
CCCC(=O)Nc1ccc2c(c1)C(=O)N(C)[C@H]1CC[C@H](CC(=O)NCc3ccccc3Cl)O[C@H]1CO2
 : 4, -10, 0.1, -25, -2, 0.3, -5, 2
CNC[C@H]1Oc2ccc(NC(=O)Cn3cnnn3)cc2C(=O)N([C@@H](C)CO)C[C@H]1C
 : 6, -25, -0.1, 18, 1, -0.2, -8, -12

Further compounds.
Below each compound: esBAF inh, RAD52 anneal inh, E-sel inducer, S100A4 MyoIIA, ERAP1 inh, Xi reactivation, ERp5 block, RAD54 inh
O=C(COC(=O)c1cccnc1Cl)Nc1ccccc1OC(F)F
 : 0, -15, 3.8, 6, 2, 0.2, -1, .
CCC(=O)Nc1ccc2c(c1)OC[C@@H](C)N(CC1CCOCC1)C[C@H](C)[C@@H](OC)CN(C)C2=O
 : -4, 1, 0.0, 0, -2, 0.0, 0, 11
S=C(NCc1ccc(Cl)cc1)N1CCN(c2ccccn2)CC1
 : ., -17, 1.1, -6, 3, -0.1, 3, .
Cc1cc(OCC(=O)OCC(=O)N2CC(C)CC(C)C2)ccc1Cl (stereo unspecified)
 : -10, -19, -0.2, -5, -1, 0.3, -3, 1
Cc1ccc(S(=O)(=O)NC2=NCCCCC2)cc1
 : ., -7, -0.3, 2, 0, -0.1, 0, 0
C/C=C/c1cnc2c(c1)C(=O)N([C@H](C)CO)C[C@H](C)[C@@H](CN(C)S(=O)(=O)c1ccccc1)O2
 : 4, 1, 0.3, 4, 0, -1.1, 2, 1
COc1cc(CNC(C)(C)CO)cc(Br)c1OCc1ccccc1
 : -9, -3, ., -2, -3, 0.0, 1, 3
CO[C@H]1CC[C@@H]2CCOc3c(C#N)cccc3C(=O)N(C)[C@H](C)C(=O)N(C)C[C@@H]1O2
 : -7, -9, 0.2, ., ., -0.1, -4, 4
C[C@@H]1CN([C@H](C)CO)C(=O)c2cc(C3=CCCCC3)cnc2O[C@H]1CN(C)C(=O)Nc1ccc(F)cc1
 : 11, 18, 0.0, 2, 1, -0.8, 0, -9
CCOC(=O)C1CCN(S(=O)(=O)c2cn(C)c(=O)n(C)c2=O)CC1
 : -5, -5, 1.1, 0, 0, 0.1, 0, -9

More results:
Below each compound: esBAF inh, RAD52 anneal inh, E-sel inducer, S100A4 MyoIIA, ERAP1 inh, Xi reactivation, ERp5 block, RAD54 inh
Cc1ccc(NC(=O)COC(=O)CCc2c(C)nc3ncnn3c2C)cc1C
 : ., -13, -0.4, 0, 2, 0.0, -8, 7
O=C(NC1CCCC1)C1C(c2ccc(C(F)(F)F)cc2)=Nc2ccccc2N1C(=O)c1cccc2ccccc12 (stereo unspecified)
 : ., -34, 0.3, -3, 11, 0.1, 1, .
O=C1CN(C(=O)c2ccc(Cl)c([N+](=O)[O-])c2)c2ccccc2N1
 : -1, -3, ., -3, 5, 0.1, 1, 2
Cc1ccc(S(=O)(=O)SC/C=C/CSS(=O)(=O)c2ccc(C)cc2)cc1
 : 4, -1, -0.1, -2, -2, 0.1, -1, .
COCC(=O)Nc1ccc2c(c1)[C@@H]1C[C@H](CC(=O)NCc3ccccc3)O[C@@H](CO)[C@@H]1O2
 : -4, -7&-4, -0.1&0.4, -1&0, 2&0, 0.2&0.6, -7&0, 2
Cc1ccc([C@H]2C[C@]34CN(Cc5ccccc5)S(=O)(=O)[C@H]3C[C@H]2O4)cc1
 : ., -5, ., 6, -1, 0.2, -2, .
CN(C)/C=C(\C=O)c1ncc(C(F)(F)F)cc1Cl
 : ., -20, 0.1, -3, 2, 0.2, -1, .
O=C1NC(c2ccc(F)cc2)Oc2ccccc21 (stereo unspecified)
 : 0, -3, ., -3, 3, 0.1, 4, -1
COc1ccc(NC(=O)N2CCCCN3[C@@H](CO)[C@H](c4ccc(C5=CCCC5)cc4)[C@@H]3C2)cc1
 : ., 15, ., 4, 9, ., -1, 5
CO[C@H]1CN(C)C(=O)c2ccc(NS(=O)(=O)c3ccc(C)cc3)cc2OC[C@@H](C)N(Cc2nccs2)C[C@H]1C
 : 5, 0, -0.7, 1, -1, 0.0, -2, -2

Carrying on:
Below each compound: esBAF inh, RAD52 anneal inh, E-sel inducer, S100A4 MyoIIA, ERAP1 inh, Xi reactivation, ERp5 block, RAD54 inh
CN(CCOC(=O)/C=C/c1ccccc1)C(C)(C)C
 : ., -12, ., 1, 6, 0.0, 0, -7
C=CCOc1nc2c(c(=O)n(C)c(=O)n2C)n1Cc1ccccc1
 : 0, -1, -1.6, -1, 14, 0.0, -1, .
O=C(COc1ccc(Cl)cc1Cl)NCCCN1CCOCC1
 : -7, 1, ., -5, 1, ., 0, -1
CC(Oc1ccc(Cl)cc1)C(=O)N1CCCc2ccccc21 (stereo unspecified)
 : 0, -16, 0.1, -1, -1, 0.1, 2, -6
Cc1ccc(CN2C(=O)/C(=C\c3ccc(C(=O)NCc4cccnc4)cc3)Oc3ccccc32)cc1
 : ., -3, -1.9, -13, 3, 0.1, 4, .
COc1cc(/C=C/C(=O)OCC(=O)Nc2ccc3c(c2)OCO3)ccc1O
 : 4, -17, -1.4, -4, -7, 0.0, 5, 1
COCCCn1cn[nH]c1=S
 : ., -3, 4.6, 3, 3, 0.0, -1, .
CC1Cn2c(nnc2-c2cccc(N)c2)S1 (stereo unspecified)
 : 5, -5, -0.3, -1, ., 0.2, 0, -6
COC(C)c1oc2c(C)c3oc(=O)cc(C)c3cc2c1C (stereo unspecified)
 : ., -10, ., -3, 0, 0.2, 6, .
C[C@H](NC(=O)C[C@@H]1C[C@H]2c3cc(NS(=O)(=O)c4ccc(F)cc4)ccc3O[C@H]2[C@@H](CO)O1)c1ccccc1
 : 9, 1, 0.6, -5, -1, 0.0, -1, -13

Carrying on.
Below each compound: esBAF inh, RAD52 anneal inh, E-sel inducer, S100A4 MyoIIA, ERAP1 inh, Xi reactivation, ERp5 block, RAD54 inh
C[C@@H]1CN([C@H](C)CO)C(=O)c2cccc(NC(=O)C3CCCCC3)c2O[C@H]1CN(C)C(=O)NC1CCCCC1
 : 10, -16, 0.0, 2, -2, 0.0, -3, -2
Cn1c(SCC(=O)Nc2nnc(-c3ccccc3)o2)nnc1C1CC1
 : 0, -13, 1.1, -1, 0, 0.1, 1, -8
O=c1c2ccccc2nc2n1CCC2O (stereo unspecified)
 : 2, -10, ., 0, -3, ., 5, -3
O=C1NC[C@H](c2ccccc2)N(CC2CCCCC2)C1=O
 : 3, -2, -0.2, -6, 2, 0.2, -1, 8
CCOC(=O)[C@]12CCCC=C1N(Cc1cccc3ccccc13)C(=O)[C@H](CC(=O)NCC1CCCCC1)C2
 : ., -4, ., -4, -1, -0.1, -9, .

Sorted by formula weight (falling): part of the list above.
Below each compound: esBAF inh, RAD52 anneal inh, E-sel inducer, S100A4 MyoIIA, ERAP1 inh, Xi reactivation, ERp5 block, RAD54 inh
CO[C@H]1CN(C)C(=O)c2ccc(NS(=O)(=O)c3ccc(C)cc3)cc2OC[C@@H](C)N(Cc2nccs2)C[C@H]1C
 : 5, 0, -0.7, 1, -1, 0.0, -2, -2
O=C(NC1CCCC1)C1C(c2ccc(C(F)(F)F)cc2)=Nc2ccccc2N1C(=O)c1cccc2ccccc12 (stereo unspecified)
 : ., -34, 0.3, -3, 11, 0.1, 1, .
C[C@H](NC(=O)C[C@@H]1C[C@H]2c3cc(NS(=O)(=O)c4ccc(F)cc4)ccc3O[C@H]2[C@@H](CO)O1)c1ccccc1
 : 9, 1, 0.6, -5, -1, 0.0, -1, -13
CCCC(=O)Nc1ccc2c(c1)C(=O)N(C)[C@H]1CC[C@H](CC(=O)NCc3ccccc3Cl)O[C@H]1CO2
 : 4, -10, 0.1, -25, -2, 0.3, -5, 2
O=C(NCC[C@H]1CC[C@@H](NS(=O)(=O)c2ccccc2)[C@H](CO)O1)c1cc(Cl)cc(Cl)c1
 : 1, 3, -0.4, 6, 0, 0.0, 8, -10
C/C=C/c1cnc2c(c1)C(=O)N([C@H](C)CO)C[C@H](C)[C@@H](CN(C)S(=O)(=O)c1ccccc1)O2
 : 4, 1, 0.3, 4, 0, -1.1, 2, 1
COc1ccc(NC(=O)N2CCCCN3[C@@H](CO)[C@H](c4ccc(C5=CCCC5)cc4)[C@@H]3C2)cc1
 : ., 15, ., 4, 9, ., -1, 5
COCC(=O)Nc1ccc2c(c1)[C@@H]1C[C@H](CC(=O)NCc3ccccc3)O[C@@H](CO)[C@@H]1O2
 : -4, -7&-4, -0.1&0.4, -1&0, 2&0, 0.2&0.6, -7&0, 2
Cc1ccc(S(=O)(=O)SC/C=C/CSS(=O)(=O)c2ccc(C)cc2)cc1
 : 4, -1, -0.1, -2, -2, 0.1, -1, .
COc1cc(/C=C/C(=O)OCC(=O)Nc2ccc3c(c2)OCO3)ccc1O
 : 4, -17, -1.4, -4, -7, 0.0, 5, 1
Cc1ccc([C@H]2C[C@]34CN(Cc5ccccc5)S(=O)(=O)[C@H]3C[C@H]2O4)cc1
 : ., -5, ., 6, -1, 0.2, -2, .
COC(C)c1oc2c(C)c3oc(=O)cc(C)c3cc2c1C (stereo unspecified)
 : ., -10, ., -3, 0, 0.2, 6, .
CN(CCOC(=O)/C=C/c1ccccc1)C(C)(C)C
 : ., -12, ., 1, 6, 0.0, 0, -7
